CAL PDZ FP-1: inhibitors of human CAL PDZ peptide binding; purified CAL PDZ, TMR-peptide fluorescence polarization, 1 h; inhibition, % at 24.9 µM; AID 602252; Q9HD26; hit rate 0.92% among 300,000;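 active means mean inhibition of at least 30% with at least half of replicates also reaching 30%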;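 further: 0% = DMSO neutral control and 100% = excess unlabeled competitor peptide PRC23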
Rtt109 HAT inh: C. albicans Rtt109 histone acetyltransferase inhibition; Q5AAJ8; purified Rtt109/Vps75, ThioGlo CoA-SH fluorescence, 4 h; inhibition, % at 34.9 µM; hit rate 0.16% among 330,000; AID 540336;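 active means inhibition of at least 50% in every replicate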
Target sequence (Q5AAJ8 whole entry, looked up): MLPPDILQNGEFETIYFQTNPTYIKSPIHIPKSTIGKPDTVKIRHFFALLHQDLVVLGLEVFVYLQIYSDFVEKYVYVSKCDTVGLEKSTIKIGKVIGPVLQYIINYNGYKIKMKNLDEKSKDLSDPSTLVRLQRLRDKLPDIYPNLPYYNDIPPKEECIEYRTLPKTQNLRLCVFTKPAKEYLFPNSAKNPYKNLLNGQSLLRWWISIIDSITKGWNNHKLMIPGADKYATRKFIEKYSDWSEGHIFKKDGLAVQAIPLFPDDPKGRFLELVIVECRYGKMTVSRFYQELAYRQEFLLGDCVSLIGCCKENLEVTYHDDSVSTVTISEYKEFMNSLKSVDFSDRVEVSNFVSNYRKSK
CAL PDZ FP-2: blocks peptide binding to human CAL PDZ domain; Q9HD26; purified CAL PDZ, TMR-peptide fluorescence polarization, 1 h; inhibition, % at 20 µM; hit rate 0.02% among 330,000; AID 504414;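 active means highest replicate inhibition of at least 40%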;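 further: plate controls were DMSO neutral control wells for no effect and unlabeled competitor peptide control wells for full effect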
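Material: tagged CAL PDZ domain; buffer or medium: 25 mM sodium phosphate pH 7.4, 150 mM NaCl, TCEP, IgG, Thesit; compound dosing: single point, 20 µM; schedule: 1 h incubation at room temperature before polarization reading; measured by: FP readout, S and P plane fluorescence; read-out basis: percent inhibition from loss of millipolarization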
PKA-R2B activ: activates the human PKA-R2B holoenzyme complex. PKA-R2B holoenzyme dissociation, Cy5-IP20 fluorescence polarization; R2B truncated from residue 108, S112A mutant; 0% DMSO only, 100% 113 µM cGMP. activation, % at 11.4 µM. hit rate 0.079% among 340,000;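 active means activation above a cutoff set at the mean over all compounds plus 3 SD, cut at about 18% in these data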;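 further: higher means more holoenzyme dissociation and a rise in polarization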
Target sequence (P31323 whole entry, looked up, other chains not shown, the tested form may be a part): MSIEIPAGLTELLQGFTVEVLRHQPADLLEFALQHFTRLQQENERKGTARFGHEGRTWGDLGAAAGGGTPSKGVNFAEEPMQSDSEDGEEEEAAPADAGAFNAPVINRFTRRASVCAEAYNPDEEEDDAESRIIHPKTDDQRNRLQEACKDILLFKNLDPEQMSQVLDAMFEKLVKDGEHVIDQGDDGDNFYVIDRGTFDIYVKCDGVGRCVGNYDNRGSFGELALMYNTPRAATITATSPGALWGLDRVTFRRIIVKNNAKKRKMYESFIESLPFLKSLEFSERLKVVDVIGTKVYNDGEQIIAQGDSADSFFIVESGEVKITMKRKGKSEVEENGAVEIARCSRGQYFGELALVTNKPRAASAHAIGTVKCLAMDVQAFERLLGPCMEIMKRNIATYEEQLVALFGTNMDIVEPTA
DAGLB inh: blocks human DAGLB lipase activity; Q8NCG7; HEK293T DAGLB membrane lysate, EnzChek fluorogenic substrate; inhibition, % at 5.17 µM; hit rate 0.059% among 340,000; AID 504411; in the data active means inhibition above about 34%;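 further: 0% = enzyme with vehicle and 100% = wells lacking enzyme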
C-LANA FP: inhibitors of KSHV LANA C-terminal domain DNA binding | hit rate 0.078% among 340,000 | inhibition, % at 9 µM | MBP-C-LANA/FAM-LBS DNA binding, fluorescence polarization;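 active means highest replicate inhibition at or above 60% at 9 µM, even if other replicates fall short; inactive means all replicates below 60% inhibition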;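 further: 0% = neutral control wells and 100% = 4 µM acridine orange control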
SR-BI uptake up: enhances SR-BI lipid uptake from DiI-HDL; CHO ldlA[mSR-BI] cells, DiI-HDL uptake fluorescence, 3 h; 100 = double the neutral-control signal; activation, % at 12.5 µM; hit rate 0.096% among 320,000; AID 504775;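 active means mean replicate activation of at least 60% and every replicate at or above 60%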;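 further: 0% = median plate neutral-control signal and 100% = twice that signal; values of inactives mirror those of a sister screen read the other way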
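System: CHO ldlA[mSR-BI] cells / Medium: HEPES-buffered (25 mM, pH 7.4) F12 plus 0.5% BSA / Probe or stimulus: labelled HDL, 10 µg/mL / Doses: single compound concentration, delivered by pin transfer / Schedule: 3 h, 37 °C / Measured by: DiI fluorescence, bottom read / Measure: cell-associated DiI fluorescence as measure of HDL uptake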
RTF Ca sens act: increases calcium sensitivity of human cardiac regulated thin filaments. AID 493008. activation, % at 7.2 µM. IANBD-labeled TnC RTF fluorescence at EC20 calcium; 0% EC20 calcium, 100% full calcium. hit rate 0.24% among 340,000;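 active means activation above the mean over all tested compounds plus 3 SD, cut at about 30% in these data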;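 further: rise in fluorescence read as greater calcium sensitivity of cardiac thin filaments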
Keap1-Nrf2 PPI: Keap1-Nrf2 (human) interaction inhibition; Q14145; Keap1 Kelch-Nrf2 peptide fluorescence polarization, 1536-well; inhibition, % at 9.4 µM; hit rate 0.15% among 340,000; AID 504523; in the data active means inhibition above about 12%;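 further: human Keap1 Kelch domain with fluorescein labeled Nrf2 9mer peptide probe; 0% = neutral control wells and 100% = peptide positive control; higher means more block of Keap1 binding to Nrf2 peptide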
Cardiac RTF inh: cardiac RTF calcium desensitization. P19429+P45379. IANBD-labeled cardiac RTF, Ca2+ fluorescence. hit rate 0.12% among 340,000. AID 493244. inhibition, % at 7.15 µM;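 active means inhibition above the mean inhibition of all tested compounds plus 3 SD, cut at about 17% in these data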;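 further: assay run at fixed EC70 calcium of 1.6 mM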
* hit, by the source's call; . = not tested or not shown. Rows are unselected; overall some 1.6% were active at least once.

SMILES | CAL PDZ FP-1 | Rtt109 HAT inh | CAL PDZ FP-2 | PKA-R2B activ | DAGLB inh | C-LANA FP | SR-BI uptake up | RTF Ca sens act | Keap1-Nrf2 PPI | Cardiac RTF inh
CCN1C(=O)c2cccc3c(NC(=O)C(C)(C)C)ccc1c23 | -3 | 0 | 1.0 | -5 | -3 | 1.3 | 24 | 2 | 3 | -3
CCOC(=O)Cn1c(=O)c2c(nc3n2CCCCN3c2ccc(OCC)cc2)n(C)c1=O | -2 | -10 | -1.4 | -7 | -5 | -1.5 | . | 1 | 2 | 2
O=C(CN1CC(=O)Oc2ccccc21)OCC(=O)c1ccc(Br)cc1 | 7 | 21 | -0.4 | 5 | -3 | -0.2 | -5 | 5 | -5 | -9
COc1ccc(C2C(C)C3(O)CC(C#N)(C(=O)N3)C2(C#N)C#N)cc1 (stereo not drawn) | 6 | -4 | 0.4 | -9 | -1 | 1.4 | 14 | -3 | 0 | -4
COc1cc(/C=C/C(=O)c2c(O)cc(C)oc2=O)cc(OC)c1O | -1 | 24 | . | 4 | -4 | 30 | 14 | 1 | -11 | -5
Cc1ccc(OCC(O)CN2CCN(CC(O)COC(C)C)CC2)c(C(C)(C)C)c1 (stereo not drawn) | . | 10 | -1.3 | -2 | 2 | -0.5 | -19 | 5 | 0 | -4
Cc1cccc(C)c1NC(=O)CSc1nc(C2CC2)nc2ccccc12 | . | 2 | -0.2 | 10 | -3 | 2.0 | . | -1 | 2 | -16
CN(CC(=O)Nc1ccccc1Cl)C(=O)Cn1cc(C(F)(F)F)cc(Cl)c1=O | 0 | 21 | -3.1 | -5 | -2 | -0.1 | 31 | -6 | -3 | -7
Cc1cccc(Nc2nc(N)c([N+](=O)[O-])c(N3CCC(C)CC3)n2)c1 | -2 | 5 | -0.2 | 2 | -2 | 2.2 | -14 | -4 | -2 | -5
COc1cc(C(=O)NC2CC3CCCC(C2)N3C2CC2)cc(OC)c1OC (stereo not drawn) | -4 | 4 | -1.8 | 6 | -1 | 1.0 | 21 | 5 | 2 | -12
N#Cc1ccc(/C=C2\CCn3c2nc2cc(C(=O)O)ccc2c3=O)cc1 | . | -27 | 1.3 | -2 | 0 | -0.8 | . | -7 | -1 | -17
C=CCN=C(NC#N)SCc1ccccc1Cl | -1 | 2 | -4.2 | 7 | 0 | 0.8 | 14 | -2 | 9 | -14
CCn1c(SCC(=O)c2ccc(O)c(O)c2)nnc1-c1ccc(C)cc1 | -3 | 6 | 0.3 | -10 | 16 | 3.3 | -5 | -5 | -3 | 0
CC(C)=CCC/C(C)=C/CNC(=O)C[C@H]1C[C@H](C(=O)N2CCCCC2)[C@@]2(CCc3ccccc3)c3[nH]c4cc(-c5ccco5)ccc4c3CCN2C1=O | . | 9 | -3.4 | 1 | 1 | -1.9 | -2 | -2 | -3 | -8
O=C(Cc1c(F)cccc1Cl)OCC(=O)c1ccc[nH]1 | . | -3 | -1.2 | -8 | -2 | -2.1 | -2 | -6 | -2 | -8
CCC(CC)c1nnc(NC(=O)c2ccc(N3CCCCC3)c([N+](=O)[O-])c2)s1 | -3 | 1 | -2.3 | -13 | -1 | 1.1 | -21 | -1 | 3 | -6
COc1cc2c(cc1OC)CN(CC(=O)Nc1ccc(C#N)cc1)CC2 | -3 | -19 | -0.4 | -5 | -2 | -1.1 | 5 | 3 | 0 | -8
Cc1cc(C)cc(N(C(=O)c2csnn2)C(C(=O)NC2CCCC2)c2cccnc2)c1 (stereo not drawn) | 3 | 1 | -0.7 | -11 | 0 | 1.2 | . | -1 | -3 | -4
COCCNC(=O)Cn1c(=O)n(CCCC(=O)NCc2ccc3c(c2)OCO3)c(=O)c2sccc21 | -3 | -3 | -1.3 | -5 | 3 | -0.4 | . | 2 | 0 | -9
CC/C(=N\NC(=O)c1cc(C2CC2)[nH]n1)c1ccccc1 | -5 | 9 | -2.1 | 2 | -4 | 0.0 | 26 | 2 | 0 | -1
Cc1ccc(-c2cc(C(F)F)n3ncc(C(=O)Nc4c(C)nn(Cc5ccccc5Cl)c4C)c3n2)cc1 | -2 | -2 | -0.1 | 0 | -3 | -0.6 | -24 | 1 | -1 | 3
CCCCOC(=O)C1=C(C)Nc2ncnn2C1c1ccc(OC)c(OC)c1OC (stereo not drawn) | 1 | -1 | -0.8 | -1 | -5 | 0.8 | 31 | 3 | -4 | -3
O=C(CSc1ccccc1Cl)N1CCOCC1 | 2 | 9 | -0.4 | 3 | -3 | 1.4 | 24 | -8 | 4 | -4
Cc1ccc(C(=O)N2CCN(S(=O)(=O)c3ccccc3[N+](=O)[O-])C2)cc1 | 3 | -5 | -0.7 | 3 | 0 | -0.5 | 12 | -2 | 3 | 5
COc1ccc(N2C(=O)NC3CC2(C)Oc2ccc(Br)cc23)cc1OC (stereo not drawn) | . | 5 | 0.1 | 3 | 2 | 0.1 | -25 | 0 | 1 | -2
Cn1cc(C2NC(=O)c3ccccc3N2)c2ccccc21 (stereo not drawn) | -1 | 4 | 0.2 | -1 | 0 | 1.1 | 0 | 4 | 0 | -13
Cc1ccc(-c2csc(C3C(N)=NC(S)=C(C#N)C34CCCCC4)n2)cc1 (stereo not drawn) | -1 | -1 | -0.7 | -6 | 11 | -4.6 | -16 | 12 | -5 | -6
Cc1cc2c(c(C)nn2-c2ccccc2)c(=O)o1 | -6 | -1 | -0.5 | 6 | 1 | 6.4 | -14 | -4 | -1 | -7
O=c1c2ccccc2ncn1Cc1ccccc1 | -11 | 2 | -0.9 | 8 | 0 | 0.8 | -5 | -2 | -1 | 0
Cn1c(=O)c2ncn(CC(=O)Nc3cccc(-c4nc5ccccc5s4)c3)c2n(C)c1=O | -2 | -4 | -4.4 | -3 | 3 | -0.4 | -35 | -11 | 2 | -3
CN(C)CCNc1ccc(-c2n[nH]c(=O)c3ccccc23)cc1[N+](=O)[O-] | -9 | 8 | -1.1 | -10 | 1 | 0.5 | 12 | -8 | -2 | -1
O=c1[nH]nc(CNc2ccc(Cl)cc2Cl)c2ccccc12 | 2 | 1 | -2.7 | -1 | 5 | 1.5 | -46 | 7 | -3 | -11
CS(=O)(=O)N(CC(=O)Nc1ccc2c(c1)OCCO2)Cc1ccccc1 | -2 | 4 | 0.1 | -3 | 0 | 0.3 | -2 | 2 | -3 | -4
S=c1[nH]nc(C2CCCCC2)n1/N=C/c1ccco1 | -2 | -3 | -2.0 | 5 | -1 | 2.8 | 16 | 3 | 4 | -2
CCOC(=O)c1c(NC(=O)CSc2nnc(C)o2)sc(C)c1C | . | -5 | -0.9 | 3 | 4 | -1.6 | . | -1 | -1 | -14
CCN(CC)C(=O)c1oc2ccc(S(=O)(=O)N3CCCCCC3)cc2c1C | -3 | -2 | -1.6 | -3 | -3 | -1.3 | -35 | 4 | 4 | -11
CCOP(=O)(c1ccc(N(C)C)cc1)C(O)c1ccccc1 (stereo not drawn) | -6 | -3 | 0.0 | 1 | 1 | 0.5 | 2 | 3 | -4 | -2
COC(=O)c1c(NC(=O)c2ccc(C)c(S(=O)(=O)Nc3ccccc3C)c2)sc2c1CCCC2 | -3 | 1 | . | -8 | 1 | 1.2 | -50 | -10 | -5 | 2
COc1ccc(/C=C/C(=O)O/N=C(\N)c2ccccc2)cc1OC | -5 | 9 | -2.8 | 2 | -3 | 0.5 | -21 | -1 | -2 | 3
CCOC(=O)C1(CCOC)CCN(C(=O)Cc2ccc3ccccc3c2)CC1 | -2 | -5 | -0.8 | -15 | -1 | 3.4 | -29 | -1 | -5 | 0
CC(C)Cc1cc(C(=O)NCCc2ccccc2)no1 | . | 0 | -0.9 | -3 | -3 | 0.3 | 31 | -3 | -1 | 1
COc1cc(/C=C/C(=O)OCC(=O)Nc2nnc(-c3ccccc3)o2)cc(OC)c1OC | -6 | 1 | -1.1 | -10 | 3 | 2.0 | 33 | -2 | -5 | -19
COCC(C)NC(=O)NC(=O)c1ccc(Cl)cc1 (stereo not drawn) | -5 | . | -2.8 | -10 | -1 | -0.2 | 1 | 2 | -5 | 16
Cc1[nH]c2ccccc2c1SCC(=O)NC1CCCCC1 | -2 | -1 | -1.8 | 11 | -1 | -0.8 | -12 | 2 | -1 | 8
CC(C)CCNC(=O)c1sc2ccc(S(=O)(=O)N3CCCCC3)cc2c1N | -30 | 1 | -1.6 | -3 | -1 | 0.0 | -23 | -4 | -1 | 5
CCOC(=O)c1c[nH]c2nc(C)ccc2c1=O | . | 2 | 0.4 | -4 | 0 | 18 | 27 | 15 | 4 | -5
COc1ccc2oc(C(F)(F)C(F)(F)F)cc(=O)c2c1 | -3 | -2 | -1.8 | 6 | 1 | 0.1 | 44 | -3 | 0 | -14
COCC1CCCCN1Cc1cn[nH]c1-c1ccc2cc(OC)ccc2c1 (stereo not drawn) | -3 | 3 | -1.4 | -4 | 2 | -0.9 | -15 | 0 | -6 | -3
Cc1cccc(NC(=S)NC2CC3CCC(C2)N3Cc2ccco2)c1C (stereo not drawn) | -2 | . | -2.5 | 8 | 3 | -1.2 | 26 | 3 | 0 | -2
Cc1ccc(-n2c(SCC(=O)c3c(N)n(C4CC4)c(=O)[nH]c3=O)nnc2N2CCOCC2)cc1 | -4 | -6 | -2.7 | 7 | -1 | 0.9 | 6 | 0 | -4 | 3
Cc1ccc(NC(=O)Cn2c(=S)[nH]c3ccccc32)cc1 | -2 | 2 | -0.6 | 7 | 0 | -0.2 | -9 | -1 | -1 | -3
Cc1cccn2c(=O)c3cc(C(=O)NCCc4ccccc4)c(=N)n(CC4CCCO4)c3nc12 (stereo not drawn) | 5 | -88 | -1.4 | -5 | 2 | -2.9 | . | -1 | -7 | 8
C=CCn1c(SCC(=O)C(C)(C)C)nnc1-c1cccs1 | . | -9 | -1.2 | -8 | 0 | -0.8 | 15 | -3 | -2 | -2
COc1ccc(/C=C/C(=O)NCCc2nc3ccccc3[nH]2)cc1 | . | 21 | -2.8 | . | . | 3.1 | -1 | . | -2 | .
COc1ccc(S(=O)(=O)N2CCCC(C(=O)NCC3CCCO3)C2)cc1OC (stereo not drawn) | -3 | -16 | -2.0 | 2 | 0 | 1.3 | . | 0 | -7 | -10
CC(=O)C1=NOC(CNC(=O)c2c(-c3ccccc3Cl)noc2C)C1 (stereo not drawn) | 45* | -11 | -0.5 | 7 | -2 | 0.0 | 6 | 4 | -3 | -7
